Tau ThT inhib – inhibitors of human tau fibril formation, thioflavin T binding; P10636; recombinant tau K18 P301L, heparin-induced fibrillization, ThT fluorescence; Potency, µM (series often up to 57.4 µM), for the others: at the top dose activity, negative = inhibition, usual class: inhibitors; hit rate 2.1% among 270,000; note: nearly all actives have a fitted effect of over 55% in size
Target sequence (P10636 561-689 P618L limits assumed): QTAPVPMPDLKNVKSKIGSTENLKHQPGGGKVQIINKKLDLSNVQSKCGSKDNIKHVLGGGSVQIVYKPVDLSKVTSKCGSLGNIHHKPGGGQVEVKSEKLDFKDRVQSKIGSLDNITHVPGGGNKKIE
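Tau K18 P301L fragment (15 uM unlabeled plus 0.24 uM Alexa 594-labeled) in 100 mM sodium acetate pH 7 with compound, fibrillization induced by 20 uM heparin for 6 hr at 37 C. Thioflavin T (30 uM) added, fluorescence read after 1 hr (ex 450, em 510 nm).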
aGal spleen mod – inhibits or activates alpha-galactosidase in human spleen homogenate; P06280; human spleen homogenate, 4MU-alpha-Gal fluorescence, 40 min; Potency, µM (series often up to 80 µM), for the others: top-dose activity change, negative = inhibition, most hits filed as inhibitors; hit rate 0.008% among 240,000; AID 2107;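 note: 0% = enzyme with vehicle and -100% = no enzyme basal signal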
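qHTS titration in buffer at pH 5.0. Alpha-galactosidase activity in spleen homogenate was measured via 4-methylumbelliferone release from 1 mM fluorogenic substrate after 40 min at 37C and a pH 10 stop. AC50 came from Hill fits of control-normalized data.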
Tau fluor counter – counter-screen for tau fibril formation inhibitors | tau K18 P301L Alexa594 fluorescence, heparin fibrillization | Potency, µM (highest dose often 57.7 µM), without a hit: top-dose activity change, negative = decrease | hit rate 0.93% among 280,000 | AID 1463; note: nearly all actives have a fitted effect of over 55% in size
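Human tau K18 P301L (15 uM unlabeled, 0.24 uM Alexa 594-labeled) in 100 mM sodium acetate pH 7 with 20 uM heparin, 6 hr at 37 C. ThT 30 uM added, 1 hr ambient; Alexa 594 FP and total fluorescence read at 555/632 nm.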
TRb SRC2 PPI – TRbeta-SRC2 interaction inhibition; P10828; TRbeta-SRC2 peptide binding, fluorescence polarization; receptor liganded with 1 µM T3; Potency, µM (titrated, usually from 106 µM), for the others: at the top dose activity change, negative = inhibition, actives largely listed as inhibitors; hit rate 0.065% among 280,000; AID 1469;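 note: plate controls were bound peptide for no effect and peptide without receptor for full effect; nearly all actives have a fitted effect of over 50% in size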
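Each compound concentration gave % activity, normalized to unbound and bound Texas Red SRC2 controls, from polarization read after 5 hr ambient incubation with T3-loaded human TRb LBD.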
TexasRed fluor – alters Texas Red total fluorescence, flagging assay interference. hit rate 0.29% among 280,000. AID 1479. TRb/SRC2 Texas Red total fluorescence interference. Potency, µM (titrated, usually from 106 µM), for inactives: at the top dose fluorescence change, negative = quenching; active = well fitted curve in either direction with a large enough effect; inconclusive = small, poorly fitted or top-dose-only effect
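Human TRβ ligand-binding domain (0.6 uM) and Texas Red SRC2 peptide (20 nM) in Tris buffer with 1 uM T3 and 5% DMSO were incubated with pinned compound for 5 hr at ambient temperature. Total fluorescence was computed as S + 2P (555/632 nm).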
ALDH1A1 block – ALDH1A1 (human) enzyme inhibition; AID 1030; Potency, µM (series often up to 75.3 µM), inactives show top-dose activity, negative = inhibition, usual class: inhibitors; hit rate 7.3% among 220,000; Purified ALDH1A1, NADH fluorescence, propionaldehyde substrate; active = well fitted inhibition curve with a large enough effect, not every such curve was filed as active; inconclusive = small, poorly fitted or top-dose-only effect, or another doubt; inactive = no such curve, though single readings can be large or run the other way;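 note: plate controls were no enzyme wells and a reference inhibitor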
L3MBTL1 inh – L3MBTL1 (human) inhibition | Q9Y468 | AlphaScreen L3MBTL1–H3K9me1 peptide binding | Potency, µM (highest dose often 57.1 µM), without a hit: top-dose activity, negative = inhibition, hits mostly inhibitors | hit rate 0.66% among 230,000; note: nearly all actives have a fitted effect of over 60% in size
Target sequence (Q9Y468 whole entry, looked up): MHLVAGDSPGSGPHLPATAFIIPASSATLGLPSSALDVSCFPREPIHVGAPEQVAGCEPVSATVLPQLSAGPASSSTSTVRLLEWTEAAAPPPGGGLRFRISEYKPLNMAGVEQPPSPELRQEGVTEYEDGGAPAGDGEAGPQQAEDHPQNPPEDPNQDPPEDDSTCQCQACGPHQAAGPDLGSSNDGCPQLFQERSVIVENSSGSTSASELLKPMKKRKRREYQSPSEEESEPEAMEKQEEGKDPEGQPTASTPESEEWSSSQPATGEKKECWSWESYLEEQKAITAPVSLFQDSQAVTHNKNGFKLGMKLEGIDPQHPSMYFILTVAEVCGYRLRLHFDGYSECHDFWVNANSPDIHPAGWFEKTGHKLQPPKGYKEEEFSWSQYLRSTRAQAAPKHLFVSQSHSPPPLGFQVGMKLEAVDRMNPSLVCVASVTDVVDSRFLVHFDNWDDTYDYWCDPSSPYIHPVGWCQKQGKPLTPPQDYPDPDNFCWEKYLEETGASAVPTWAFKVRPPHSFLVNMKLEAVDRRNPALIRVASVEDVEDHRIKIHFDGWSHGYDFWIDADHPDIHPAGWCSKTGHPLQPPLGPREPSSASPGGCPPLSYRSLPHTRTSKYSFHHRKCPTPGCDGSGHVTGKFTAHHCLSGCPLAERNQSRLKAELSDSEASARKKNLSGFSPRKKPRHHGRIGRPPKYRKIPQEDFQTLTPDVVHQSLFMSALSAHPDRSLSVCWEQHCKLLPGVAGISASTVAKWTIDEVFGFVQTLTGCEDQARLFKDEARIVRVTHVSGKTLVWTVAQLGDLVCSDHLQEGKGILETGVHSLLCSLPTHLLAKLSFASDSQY
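Displacement of a biotinylated histone H3(1-15) peptide monomethylated at Lys9 (75 nM) from L3MBTL1 (50 nM) was measured by AlphaScreen after a 30 min room-temperature compound incubation; cefsulodin titration served as intraplate control.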
Tau FP inhib – inhibitors of human tau fibril formation | P10636 | K18 P301L tau heparin fibrillization, Alexa594 FP, 6 h | Potency, µM (highest dose often 57.7 µM), for the others: top-dose activity, negative = inhibition, hits mostly inhibitors | hit rate 0.39% among 280,000; note: nearly all actives have a fitted effect of over 55% in size
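Quantitative HTS format: compounds meet 15 uM recombinant K18 P301L tau and Alexa 594-tau tracer in 100 mM sodium acetate pH 7; 20 uM heparin triggers fibrillization at 37 C over 6 hr; FP gives the signal.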
Starred values were filed as active, the others as inactive; u = inconclusive; x = no result given; & = joins results of further samples; [ ] = another dose, or the depositor's remark. Unless noted, calls come from the whole dose curve; as a rule, active = well fitted curve in the direction sought with a large enough effect; inconclusive = small, poorly fitted or top-dose-only effect, or another doubt; inactive = no such curve, though single readings can be large; an effect the other way counts as inactive or inconclusive. Unless noted, % is set by controls: 0 for no effect and ±100 for the full control effect; potency is the fitted concentration of half-maximal effect.

#	mol	Tau ThT inhib	aGal spleen mod	Tau fluor counter	TRb SRC2 PPI	TexasRed fluor	ALDH1A1 block	L3MBTL1 inh	Tau FP inhib
1	O=C(CSc1nnc(-c2cccnc2)o1)c1cc2ccccc2oc1=O	u	-3%	-21%	-6%	-2%	u	-8%[11.4 µM]	2%
2	Cc1cc(Br)ccc1NC(=O)CNC(=O)CN1C(=O)NC2(CCCCCC2)C1=O	-7%	3%	-5%	-4%	0%	-6%	0%	-4%
3	O=C(Nc1nc2ccccc2[nH]1)c1ccc(F)c(S(=O)(=O)N2CCOCC2)c1	-8%	-2%	-13%	-1%	7%	-3%	-9%	0%
4	O=C(c1cc(F)cc(F)c1)N1CCC(c2nc(-c3ccc(S(=O)(=O)N4CCCC4)cc3)no2)CC1	-8%	x	-11%	1%	-1%	x	x	3%
5	COc1cc(C(C(=O)NC2CCCC2)N(C(=O)Cc2cccs2)C2CC2)cc(OC)c1OC (stereo unspecified)	5%	-5%	8%	6%	0%	3%	9%	0%
6	CCN(CC)C(=O)C1CCN(S(=O)(=O)c2ccc(-n3cnnn3)cc2)CC1	-9%	3%	-14%	-2%	-1%	u	1%	-4%
7	Cc1cc(C)c2nc(NNC(=O)c3cc(-c4cccs4)nc4ccccc34)sc2c1	u	-4%	u	8%	1%	u	u	7%
8	CCOC(=O)Cc1ccc(NC(=O)c2ccc([N+](=O)[O-])cc2)cc1	-10%	-17%	-6%	-3%	-1%	0%	2%	5%
9	Cc1nn(CC(=O)Nc2nccs2)c(C)c1[N+](=O)[O-]	2%	-4%	1%	0%	0%	3%	6%	0%
10	C(=N\n1cnnc1)/c1ccc(OC2CSC2)cc1	-12%	-4%	-5%	-1%	0%	3%	8%	1%
11	Cc1ccc(Cl)cc1N1CCN(C(=O)c2ccc(C)c(-n3c(C)nc4cccnc43)c2)CC1	-14%	x	-3%	8%	-1%	x	x	-2%
12	c1ccc2c(CNCCN3CCOCC3)cccc2c1	-3%	-1%	3%	-7%	-4%	9%	u	0%
13	COC(=O)N/N=C/c1c[nH]c2ccccc12	-4%	2%	1%	2%	-3%	-8%	2%	3%
14	CCC(C)NC(=O)c1c(C)oc2ncn(CC(C)C)c(=O)c12 (stereo unspecified)	-8%	x	-17%	1%	4%	x	x	0%
15	Cc1cc(C)cc(C(=O)NCC(=O)OC(C)C(=O)N(C)c2ccccc2)c1 (stereo unspecified)	-12%	-3%	-13%	-4%	-4%	-2%	7%	-10%
16	CC1(C)OC(=O)C(=CNNc2c(Cl)cc(Cl)cc2Cl)C(=O)O1	-5%	10%	-4%	3%	-2%	x	6%	-2%
17	COc1nccnc1NS(=O)(=O)c1ccc(NC(=S)NC(=O)c2ccccc2)cc1	-2%	2%	-1%	-16%	1%	-15%	-5%	5%
18	CC(=O)Nc1sc2c(c1C(c1ccccn1)N1CCN(C)CC1)CCCC2 (stereo unspecified)	-11%	-1%	-9%	-1%	-3%	8%	x	-10%
19	Cc1ccc(-c2cc(-c3ccc(F)cc3)c(C#N)c(N)n2)o1	u	14%	-2%	-5%	-2%	u	15%	3%
20	O=C(NCCc1ccccc1)c1ccc(CS(=O)(=O)c2ccc(Cl)cc2)o1	-12%&5%	-1%	-12%&-5%	-9%&-10%	-4%&-2%	u	x	5%&0%

#	mol	Tau ThT inhib	aGal spleen mod	Tau fluor counter	TRb SRC2 PPI	TexasRed fluor	ALDH1A1 block	L3MBTL1 inh	Tau FP inhib
21	COC(=O)c1ccccc1NC(=O)Cc1ccccc1OC	-4%	11%	4%	-2%	-9%	-6%	5%	-2%
22	CC(=O)C1C(c2ccccc2OC(F)F)NC(=O)NC1(O)C(F)(F)F (stereo unspecified)	6%	-9%	5%	6%	0%	8%	1%	1%
23	Cc1cc2c(C)nc(N/N=C/c3ccc([N+](=O)[O-])cc3)nc2o1	3.2µM*	-16%	-11%	-2%	-1%	11%	7%	4%
24	CCS(=O)(=O)N1CCN(C(=O)c2cccnc2)CC1	-4%	-8%	-1%	6%	3%	13%	7%	-1%
25	O=C(NC(=S)Nc1ccc(N2CCOCC2)c(Cl)c1)c1cncc(Br)c1	u	0%	u	-5%	-2%	7.9µM*	-2%	8%
26	CC1CCN(S(=O)(=O)c2nnc(NC(=O)c3cccc(Cl)c3)s2)CC1	u	x	-26%	-26%	u	x	8%	3%
27	FCCCOc1ccc(/C=N/OCc2ccc(Cl)cc2)cc1	u	-18%	-18%	3%	-2%	4%	75%[activator]	1%
28	COC(=O)CC1SCCNC1=O (stereo unspecified)	-5%	21%	-5%	-15%	-3%	2%	-4%	-3%
29	COc1ccc(Cc2nc3ccc(C(=O)NCCCN4CCN(C)CC4)cc3o2)cc1	-1%	x	3%	6%	1%	x	x	0%
30	c1ccc(-n2ncc3c(NCc4ccc5c(c4)OCO5)ncnc32)cc1	-5%	7%	-30%	-7%	0%	0%	u	u
31	CCOc1ccc(NC(=S)N2CCc3cc(OC)c(OC)cc3C2COc2ccc3c(C)cc(=O)oc3c2)cc1 (stereo unspecified)	-7%	-7%	-7%	-4%	11%	u	0%	1%
32	CC(NS(=O)(=O)/C=C/c1ccccc1)C(=O)NCCc1ccc(S(N)(=O)=O)cc1 (stereo unspecified)	-9%	2%	-1%	-3%	2%	-4%	-3%	0%
33	O=C(CSc1nc(=O)n(Cc2cccnc2)c2c1CCC2)Nc1ccc(F)cc1F	u	x	-15%	-4%	0%	x	x	-6%
34	CCOc1ccc(NC(=O)CCN2CCN(c3ccccc3OC)CC2)cc1	-17%	2%	-7%	0%	0%	-19%	x	9%
35	COc1cc(CNC2CCCc3ccccc32)cc(OC)c1OC (stereo unspecified)	6%	-1%	5%	-1%	-4%	-10%	-7%	-3%
36	Cc1nc2nc(C)c(CCC(=O)NC(C)c3ccc4c(c3)OCCO4)c(C)n2n1 (stereo unspecified)	1%	2%	0%	3%	-2%	10%	5%	-2%
37	Nc1cc(C(=O)O)ccc1N1CCCCC1	-4%	-2%	-1%	1%	-6%	3%	u	12%
38	Nc1cc(N)nc(SCC(=O)NCC2CCCO2)n1 (stereo unspecified)	-3%	3%	-4%	0%	-4%	1%	8%	-5%
39	CCCC(OC(=O)CC1Sc2ccccc2NC1=O)C(=O)NCc1ccco1 (stereo unspecified)	-12%	2%	-9%	-16%	1%	u	-9%	3%
40	CSc1ncccc1C(=O)OCC(=O)NC1CCS(=O)(=O)C1 (stereo unspecified)	5%	-6%	4%	-2%	-5%	8%	6%	-3%

Pulled by compound from above:
#	mol	Tau ThT inhib	aGal spleen mod	Tau fluor counter	TRb SRC2 PPI	TexasRed fluor	ALDH1A1 block	L3MBTL1 inh	Tau FP inhib
39	CCCC(OC(=O)CC1Sc2ccccc2NC1=O)C(=O)NCc1ccco1 (stereo unspecified)	-12%	2%	-9%	-16%	1%	u	-9%	3%
21	COC(=O)c1ccccc1NC(=O)Cc1ccccc1OC	-4%	11%	4%	-2%	-9%	-6%	5%	-2%
33	O=C(CSc1nc(=O)n(Cc2cccnc2)c2c1CCC2)Nc1ccc(F)cc1F	u	x	-15%	-4%	0%	x	x	-6%
27	FCCCOc1ccc(/C=N/OCc2ccc(Cl)cc2)cc1	u	-18%	-18%	3%	-2%	4%	75%[activator]	1%
23	Cc1cc2c(C)nc(N/N=C/c3ccc([N+](=O)[O-])cc3)nc2o1	3.2µM*	-16%	-11%	-2%	-1%	11%	7%	4%

Quoted from the entries so far (four entries):
#	mol	Tau ThT inhib	aGal spleen mod	Tau fluor counter	TRb SRC2 PPI	TexasRed fluor	ALDH1A1 block	L3MBTL1 inh	Tau FP inhib
21	COC(=O)c1ccccc1NC(=O)Cc1ccccc1OC	-4%	11%	4%	-2%	-9%	-6%	5%	-2%
22	CC(=O)C1C(c2ccccc2OC(F)F)NC(=O)NC1(O)C(F)(F)F (stereo unspecified)	6%	-9%	5%	6%	0%	8%	1%	1%
23	Cc1cc2c(C)nc(N/N=C/c3ccc([N+](=O)[O-])cc3)nc2o1	3.2µM*	-16%	-11%	-2%	-1%	11%	7%	4%
24	CCS(=O)(=O)N1CCN(C(=O)c2cccnc2)CC1	-4%	-8%	-1%	6%	3%	13%	7%	-1%

Remaining list, next part
#	mol	Tau ThT inhib	aGal spleen mod	Tau fluor counter	TRb SRC2 PPI	TexasRed fluor	ALDH1A1 block	L3MBTL1 inh	Tau FP inhib
41	CC1=CCC2C(=O)N(c3nc4ccccc4n3C)C(=O)C2C1 (stereo unspecified)	2%	0%	2%	-5%	0%	23%	x	0%
42	COc1ccccc1Nc1ncnc2c1nc1n2CCCC1	-7%	x	2%	-4%	-3%	x	x	2%
43	Nc1ccc(N2CCN(c3cccc(Cl)c3)CC2)cc1	u	0%	u	-7%	-2%	14µM*	-26%	-9%
44	N=c1c(-c2nc3ccccc3[nH]2)cc(C(=O)c2ccco2)nn1-c1ccccc1	16µM*	0%	u	5%	-1%	u	u	10%
45	CC(C)N1CCN(Cc2cccn2-c2cccnc2)CC1CCO (stereo unspecified)	6%	0%	8%	-9%	1%	2%	11%	-13%
46	CCc1cc2cc(C)cc(C)c2nc1SCC(=O)NNC(=O)c1ccco1	6%	-30%	9%	-3%	-5%	-12%	4%	-1%
47	Cc1ccc(Cn2c(CNS(=O)(=O)c3cccc([N+](=O)[O-])c3)nc3cccnc32)cc1	-12%	x	u	2%	2%	x	x	8%
